Source: PubChem (several laboratories)
GPR55 beta-arrestin – selective activators of receptor GPR55 – imaging, U2OS cells, beta-arrestin-GFP redistribution, primary screen (AID 1961). U2OS GPR55 beta-arrestin-GFP redistribution imaging; higher % means a stronger effect. activation, % at 10 µM, or EC50 in µM where a hit was titrated. 290,000 tested, 0.048% active;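 active means activation above 40% with more than 50 cells counted in the well; inconclusive means wells holding fewer than 50 cells, flagged as toxic or sparse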;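 further: U2OS osteosarcoma cells stably expressing GPR55 and beta-arrestin-GFP; plate controls were DMSO negative control for no effect and LPI positive control for full effect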
Yfh1-off respiration – enhancers of respiration in Yfh1-depleted yeast, dose response, Friedreich's ataxia, plus single-dose screen (AID 1465); S. cerevisiae Yfh1-off respiration, WST-1 reduction, 72 h; higher fold induction means a stronger effect; one-dose fold induction at 50 µM; EC50 in µM for titrated hits; 220,000 tested, 0.074% active;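 active means fold induction of absorbance versus untreated yeast above a set limit, then at least 30% activation at any dose in follow-up; inconclusive means repeats straddling the limit, or above it without dose testing; inactive means fold induction below the set limit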;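 further: activators that raise dye reduction in frataxin-depleted yeast; strong numbers were not always called active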
NTR1 agonist – agonists of NTR1, primary screen, imaging, U2OS cells, beta-arrestin-GFP, high content (AID 493036) | P30989 | NTR1-U2OS beta-arrestin-GFP spot imaging, agonist mode | activation, % at 20 µM | 330,000 tested, 0.17% active;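 active means activation at or above 40% of the spot to cytoplasm intensity ratio, with at least 20 cells analyzed; inconclusive means wells under 20 cells, flagged as cytotoxic or low count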;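 further: 0% = DMSO without peptide and 100% = 100 nM NTR1 peptide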
Target sequence (P30989 whole entry, looked up): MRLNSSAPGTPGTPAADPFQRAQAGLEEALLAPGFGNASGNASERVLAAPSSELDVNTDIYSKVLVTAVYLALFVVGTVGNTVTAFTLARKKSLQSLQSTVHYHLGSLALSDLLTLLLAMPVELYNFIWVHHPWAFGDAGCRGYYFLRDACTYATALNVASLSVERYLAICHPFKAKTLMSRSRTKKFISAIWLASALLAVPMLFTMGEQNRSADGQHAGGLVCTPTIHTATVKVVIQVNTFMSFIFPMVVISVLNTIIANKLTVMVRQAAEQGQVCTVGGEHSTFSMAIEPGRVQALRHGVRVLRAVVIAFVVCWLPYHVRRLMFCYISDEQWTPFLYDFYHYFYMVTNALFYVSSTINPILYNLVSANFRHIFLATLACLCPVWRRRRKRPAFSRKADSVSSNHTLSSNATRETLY
GPR55 antagonists – inhibition of LPI-stimulated GPR55 beta-arrestin translocation – imaging, U2OS, beta-arrestin-GFP, LPI agonist, primary screen (AID 2013) | one-dose inhibition, % at 10 µM; IC50 in µM for titrated hits | 290,000 tested, 0.13% active | U2OS GPR55 beta-arrestin-GFP translocation imaging, LPI antagonism; higher % means a stronger effect;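 active means spots per cell inhibited over 60%, with over 100 cells counted and total cytoplasm intensity under 500,000; inconclusive means wells with under 100 cells, flagged as likely toxic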;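 further: U2OS cells stably carrying GPR55 and arrestin-GFP stimulated by 5 µM LPI near EC80; imaged beta-arrestin-GFP aggregate spots per cell after agonist stimulation; plate controls were LPI-stimulated DMSO wells for no effect and DMSO wells without LPI for full effect; some results filed as inactive read as strong as hits; confirmed hits need IC50 under 10 µM and bright autofluorescent wells are also inconclusive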
MgcRacGAP inhibition – MgcRacGAP GTPase-activating activity inhibitors, confirmation, biochemical, ADP Hunter fluorescence; MgcRacGAP-stimulated Rac1 GTP hydrolysis, ADP Hunter fluorescence; higher % means a stronger effect; GST-tagged Rac1 F28L mutant substrate; inhibition, % at 30 µM; hits with a dose series show IC50 in µM; 340,000 tested, 0.6% active; AID 624330;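 active means first-screen hits whose inhibition reached a set limit at any dose in the follow-up dose series; inconclusive means inhibition above the set first-screen limit but never retested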;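 further: fluorescence reports GDP produced by GAP-driven GTP hydrolysis; strong numbers were not always called active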
Large T inhibition – SV40 large T antigen inhibitors, biochemical (AID 1903) | inhibition, % at 20 µM, or IC50 in µM where a hit was titrated | 310,000 tested, 0.39% active | SV40 large T antigen ATPase/helicase inhibition assay; higher % means a stronger effect; in the data active means a potency from the dose series; inconclusive means inhibition mostly from about 32% at the one dose, without a potency; inactive means the rest, 99 in 100 with inhibition below about 32%; further: strong numbers were not always called active
Dengue-2 NS5 capping – Dengue-2 NS5 methyltransferase inhibitors, primary screen, biochemical, confirmation dose response (AID 588689); Dengue-2 NS5 methyltransferase capping enzyme assay, biochemical; higher % means a stronger effect; inhibition, % at 25 µM, or IC50 in µM where a hit was titrated; 340,000 tested, 0.3% active; in the data active means a potency from the dose series; inconclusive means inhibition above about 29% without an active follow-up result
AID2073 – disruptors of CaV2.2 binding to Mint1 – biochemical, HTRF (AID 2073) | one-dose inhibition, % at 20 µM; IC50 in µM for titrated hits | HTRF protein-protein interaction, Mint1-CaV2.2; higher % means a stronger effect | 290,000 tested, 0.19% active; in the data active means inhibition mostly above about 51%, no sharp cut-off; inconclusive means no clear call, values can overlap the other calls; inactive means mostly below about 53%; further: some results filed as inactive read as strong as hits
GPR35 antagonists – inhibition of zaprinast-stimulated GPR35 beta-arrestin translocation – imaging, U2OS, beta-arrestin-GFP, zaprinast agonist, primary screen (AID 2058); 290,000 tested, 0.052% active; U2OS GPR35 beta-arrestin-GFP translocation imaging, zaprinast antagonism; higher % means a stronger effect; inhibition, % at 10 µM; hits with a dose series show IC50 in µM;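 active means inhibition of at least 50% with at least 30 cells and total cytoplasm GFP at most 10,000,000; inconclusive means under 30 cells or total GFP of 10,000,000 plus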
NTR1 agonist cell count 20 µM – recorded beside NTR1 agonist, whose call it bears; cell count; measured here: cell count, cytotoxicity flag
Dengue-2 NS5 capping pilot replicate – second read-out of Dengue-2 NS5 capping, no call of its own (marks repeat the call); inhibition, %; measured here: pilot screen replicate inhibition
Active calls of the source: *; i = inactive; ? = inconclusive; nt = not tested or not shown. An unsorted share of the library. About 1.7% of those tested had a hit in this group.

SMILES | GPR55 beta-arrestin | Yfh1-off respiration | NTR1 agonist | NTR1 agonist cell count 20 µM | GPR55 antagonists | MgcRacGAP inhibition | Large T inhibition | Dengue-2 NS5 capping | AID2073 | GPR35 antagonists | others
Cc1c(C)n(C)c2ccc(C(=O)NCCCN(C)C3CCCCC3)cc12 | -0.1% | nt | 1.1 | 79 | -3.1% | 3.4% | 8.9% | -10.9% | 7.9% | 11.9%
COC(=O)C(NC(=O)C(NC(=O)C1CCC(C)CC1)C(C)C)C(C)C (stereo unspecified) | nt | nt | -0.8 | 57 | nt | 3.1% | 6.1% | 3.0% | nt | nt
COc1cc(CC(=O)NCCc2ccc(S(N)(=O)=O)cc2)cc(OC)c1OC | 0.0% | i | -2.7 | 98 | -3.6% | 10.2% | 3.0% | -9.4% | -5.1% | -1.4%
CN(C)CC[C@@H](c1ccc(Cl)cc1)c1ccccn1 | nt | i | -1.4 | 59 | nt | -7.5% | 11.5% | -0.8% | nt | nt
CCC(=O)Nc1nc2cc(OC)ccc2s1 | -0.2% | i | 2.7 | 85 | 6.1% | -0.7% | -4.0% | -4.5% | 12.8% | 4.1%
Cc1c(NC(=O)CSc2cccc3cccnc23)c(=O)n(-c2ccccc2)n1C | -0.4% | i | 20.7 | 61 | 11.7% | 12.0% | 10.0% | 1.2% | -18.8% | -11.0% | Dengue-2 NS5 capping pilot replicate=1.5
CCC(=O)N1c2ccc(S(=O)(=O)N3CCCC3)cc2CC1C (stereo unspecified) | -0.2% | nt | -0.3 | 49 | 10.4% | 10.0% | 10.2% | -7.0% | -6.8% | 7.1%
Cc1ccc(S(=O)(=O)Nc2nc3ccccc3nc2NCc2ccc3c(c2)OCO3)cc1C | -0.1% | i | 2.4 | 54 | -2.1% | 2.6% | 2.6% | -3.8% | 10.6% | -2.7%
OC(COc1ccccc1)CN(Cc1ccccc1)CC(O)COc1ccccc1 (stereo unspecified) | nt | nt | 7.9 | 98 | nt | -2.0% | 17.3% | -11.2% | nt | nt
CC(=O)Nc1cccc(Nc2nc(-c3cccs3)nc3ccccc23)c1 | -0.1% | nt | 10.5 | 71 | 3.0% | 11.7% | 8.1% | 0.0% | 27.5% | 16.9%
CC1=C(C(=O)NCCN2CCOCC2)C2(CCC(C)CC2)OC1=O (stereo unspecified) | 0.2% | i | 0.3 | 56 | -10.9% | 2.3% | 3.1% | -4.1% | -4.7% | -5.0%
CC(C(=O)N1CCN(Cc2ccccc2)CC1)n1ncn2cccc2c1=O (stereo unspecified) | -0.1% | nt | 4.0 | 68 | -8.5% | 11.1% | 13.7% | 1.4% | -5.9% | -6.4%
CC1=C(C)CC(C(=O)NC(C)CCc2ccccc2)C(C(=O)O)C1 (stereo unspecified) | -0.1% | i | 0.9 | 42 | 2.5% | -5.0% | 5.8% | -2.3% | 14.5% | 3.4%
CC(C)c1ccc(/C=N/NC(=O)c2cccc(Cl)c2)cc1 | 0.5% | i | nt | nt | 1.5% | 5.6% | 12.4% | -5.1% | 5.3% | 0.0%
CC(CCc1ccccc1)NC(=O)CSc1nccc(=O)[nH]1 (stereo unspecified) | -0.1% | i | -1.1 | 44 | 2.9% | 13.2% | 14.7% | 4.3% | -1.5% | -7.6%
COc1ccc(NC(=O)Cn2nnc(-c3ccccc3F)n2)cc1Cl | -0.2% | i | 2.2 | 89 | 10.2% | 11.6% | 5.9% | -0.4% | 7.0% | -6.2%
Cc1cc(C)c(S(=O)(=O)c2ccc(Cl)cc2C)c(Cl)n1 | -0.5% | i | -0.7 | 80 | 4.5% | 6.7% | 6.4% | -10.8% | -4.6% | 2.3%
Cc1ccccc1NC(=O)c1ccc2snnc2c1 | 0.2% | i | 1.8 | 102 | 5.9% | -5.6% | 13.7% | -4.2% | 5.0% | -15.1%
COc1cc(C(=O)N2CCN(C(=O)CC(C)C)CC2)cc(OC)c1OC | -0.2% | i | 0.7 | 36 | 12.7% | 1.2% | 6.5% | -4.1% | 1.4% | -5.9%
O=c1oc(-c2ccccc2F)nc2c1cnn2-c1ccccc1 | 0.8% | i | 3.8 | 55 | 5.4% | 3.4% | 14.8% | -14.3% | 25.0% | -4.2%
Cc1ccc(-c2nc(N)n(S(=O)(=O)c3ccc(C)cc3)n2)cc1 | -0.3% | i | 3.7 | 52 | -2.6% | 1.3% | -1.4% | -0.8% | 14.2% | 16.4%
c1ccc(CSC2=NCCCN2)cc1 | -0.1% | i | 2.9 | 61 | 9.3% | 5.7% | -5.4% | -3.3% | -5.9% | 10.8%
CCc1ccc(/C=C2\C(=N)N3N=C(CC(=O)N4CCCCC4)SC3=NC2=O)cc1 | 0.2% | nt | -0.4 | 69 | 8.7% | -5.8% | 10.1% | -5.4% | -1.2% | 2.6%
CCOC(=O)Cc1csc(SCC(=O)Nc2cccc(C#N)c2)n1 | 0.3% | i | 0.3 | 76 | -2.3% | 1.1% | 12.2% | 0.3% | 9.0% | 10.4%
COCCNC(=O)C(=O)NCC1OCCCN1S(=O)(=O)c1cccs1 (stereo unspecified) | -0.2% | i | 1.5 | 43 | -13.9% | 4.8% | 4.7% | 1.4% | -4.2% | -0.3%
COc1ccc(C(=O)N2CCN(C(C)=O)CC2)cc1S(=O)(=O)NCc1ccc(Cl)cc1 | -0.1% | i | -4.3 | 77 | 13.2% | 8.3% | 2.5% | 1.6% | -1.4% | 6.1%
CCCCc1cc(=O)oc2cc(OCC(=O)N(CC)CC)ccc12 | -0.1% | i | 7.1 | 93 | 2.6% | 14.5% | 4.9% | -6.5% | 24.8% | 5.7%
CCN(CC(=O)Nc1cc(Cl)ccc1C)C(=O)Cc1sc(C)nc1-c1ccc(F)cc1 | nt | nt | 0.0 | 41 | nt | 9.1% | 5.5% | -6.6% | nt | nt
COC(=O)c1cccnc1Oc1ccccc1 | 0.3% | i | 2.2 | 40 | 1.3% | 3.3% | 3.8% | -1.5% | -1.9% | -5.0%
Cc1ccc(OCC(=O)Nc2ccc3c(c2)nc2n3CCOC2)cc1 | 0.2% | i | 8.4 | 99 | 6.2% | 3.8% | 24.6% | -1.4% | 1.0% | 0.5%
CC(C)CC(=O)NC(c1ccccc1)c1c(O)ccc2ccccc12 (stereo unspecified) | -0.1% | nt | 1.4 | 64 | 15.0% | 7.8% | -0.5% | -6.1% | -7.1% | 13.5%
Cc1ccc(-c2cc(C)nc3ncnn23)cc1 | -0.2% | i | -1.6 | 47 | -6.4% | 3.0% | -0.7% | -5.1% | -0.2% | -1.3%
O=C(CSc1ncccn1)NN=C1CCCCCCC1 | 0.0% | i | -0.3 | 39 | 5.9% | 14.2% | 8.2% | -4.5% | 4.8% | -0.9%
CC(C)(C)OC(=O)NCCC(=O)N/N=C/c1cccc2nccnc12 | -0.2% | i | 1.2 | 70 | 8.9% | 0.3% | 5.2% | 2.3% | -4.3% | 7.2%
CCC(C)NC(=O)CC(c1ccccc1)c1cc(C)ccc1O (stereo unspecified) | -0.1% | i | 0.2 | 27 | 2.0% | 5.3% | 49.9% | 1.6% | 1.2% | -19.9%
COc1cc(CN2CCN(C(c3ccccc3)c3ccccc3)CC2)cc(OC)c1OC | 0.5% | nt | 1.4 | 52 | 29.7% | 31.8% | 0.7% | -6.6% | 1.9% | 13.9% | Dengue-2 NS5 capping pilot replicate=0.3
CC(=O)Nc1nc(-c2ccccc2)c(-c2ccccc2)o1 | -0.2% | i | -0.5 | 82 | 0.6% | 10.2% | 5.7% | -13.8% | 6.3% | -2.0%
Cc1c(Cl)ccc2sc(NC(=O)CN3C(=O)c4ccccc4C3=O)nc12 | 0.2% | nt | 0.3 | 100 | 4.9% | -1.4% | 1.3% | -4.8% | -7.0% | 2.1%
CCOc1ccc(CN(C)CC(=O)Nc2cccc(C)c2)cc1OC | -0.2% | i | 3.7 | 61 | -3.8% | -1.4% | 7.3% | -4.6% | -1.1% | -5.9%
CC(=O)Oc1c(/C=C(\C#N)C(N)=O)[nH]c2ccccc12 | -0.2% | i | nt | nt | 6.3% | ? | 22.8µM* | 88.1% | 54.3% | 9.5%
Cn1cnc2cc(NC(=O)c3cccs3)ccc21 | -0.2% | i | -0.7 | 46 | -7.9% | -3.5% | 19.4% | -0.7% | 2.9% | -6.4%
CCN(C(=O)c1ccc(S(C)(=O)=O)cc1)C12CC3CC(CC(C3)C1)C2 | -0.1% | i | 1.4 | 58 | 3.7% | 4.0% | -3.5% | -4.0% | -1.6% | 12.2%
c1ccc(CC2CCCNC2)cc1 (stereo unspecified) | 0.8% | i | -1.4 | 70 | 4.9% | -8.8% | 1.1% | -7.5% | -1.7% | 7.1%
O=C(NC1CCCCC1)c1sc(=S)n2c1[nH]c(=O)c1ccccc12 | 0.3% | i | 2.4 | 88 | 7.7% | 10.6% | 6.3% | 8.9% | 22.8% | 16.0%
Cc1ccc(NC(=O)c2ccc(S(=O)(=O)C(F)F)cc2)c(C)c1 | 0.7% | i | 1.2 | 62 | -10.9% | 4.4% | 6.5% | -5.5% | 7.0% | 3.0%
COC(=O)C(C)(C)ONC(=O)Nc1ccccc1Br | -0.2% | i | 0.5 | 42 | 10.1% | -6.2% | 7.2% | 9.6% | 2.0% | -4.5%
CC/C(=N\O)C(C)(C)/[N+]([O-])=C/c1ccc(Br)cc1 | 0.1% | i | 1.8 | 86 | 7.6% | 6.8% | 21.5% | 2.0% | -9.9% | -8.8%
O=C(CN(C(=O)C1CSC(=O)C1)c1cccc(F)c1)NC1CCCC1 (stereo unspecified) | -0.3% | i | 0.8 | 46 | -2.0% | 4.6% | 0.5% | -5.4% | 6.8% | -2.9%
CNc1nc(C)c(C(=O)c2ccc(Cl)cc2)s1 | -0.2% | i | -0.4 | 57 | -1.7% | 7.3% | 7.5% | 0.5% | 2.2% | -4.0%
CCCc1c(C(=O)Nc2cc(C)on2)cnn1-c1ccccc1 | -0.2% | i | -0.2 | 49 | 9.1% | 7.6% | 10.8% | -10.9% | -1.2% | 4.0%
Cc1ccc(OCC(=O)Nc2cc(NC(=O)COc3ccc(C)c(C)c3)cc(C(=O)O)c2)cc1C | 0.5% | nt | -0.7 | 52 | 6.5% | 5.3% | 13.9% | -3.2% | 21.3% | -5.3%
